High-throughput results as filed in PubChem.
PRMT1 inh – blocks human protein arginine methyltransferase 1 | Q99873 | 370,000 compounds, 1.3% hits | inhibition, % at 2.79 µM | AID 652257 | recombinant PRMT1, activity-based probe fluorescence polarization;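 active means inhibition above about 21% made by adding two undisclosed values, limit read from the data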
Target sequence (Q99873 whole entry, looked up): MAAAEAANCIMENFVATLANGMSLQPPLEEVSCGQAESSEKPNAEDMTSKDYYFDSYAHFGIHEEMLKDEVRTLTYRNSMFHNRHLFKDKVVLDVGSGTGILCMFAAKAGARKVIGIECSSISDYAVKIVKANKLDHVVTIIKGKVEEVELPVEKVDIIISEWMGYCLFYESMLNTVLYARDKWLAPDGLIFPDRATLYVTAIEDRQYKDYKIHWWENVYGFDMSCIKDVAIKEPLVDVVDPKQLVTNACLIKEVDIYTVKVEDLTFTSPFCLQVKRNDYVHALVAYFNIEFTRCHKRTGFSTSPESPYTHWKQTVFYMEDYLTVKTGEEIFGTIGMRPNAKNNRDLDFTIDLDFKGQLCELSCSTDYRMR
UHRF1 MBD2 ctr – UHRF1 methyl-DNA binding inhibition. Q96T88. UHRF1 binding to methylated oligo, TR-FRET. 370,000 compounds, 0.75% hits. inhibition, % at 4.4 µM; in the data active means inhibition above about 21%;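 further: UHRF1 SRA domain binding a hemimethylated CpG hairpin DNA probe; 0% = median of test compound wells and 100% = reference inhibitor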
LEDGF integ inh – blocks HIV-1 LEDGF/p75-dependent DNA integration; TR-FRET IN-LEDGF/p75 DNA integration, Eu/Cy5; inhibition, % at 3.7 µM; 370,000 compounds, 0.64% hits;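 active means inhibition above the screen-wide mean plus 3 SD, cut at about 13% in these data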;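 further: signal is the Cy5 over europium emission ratio at 671 and 618 nm; 0% = plate median of compound wells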
TCR-CD3 inh – blocks the human TCR-CD3 interaction; TAMRA-labeled TCR probe fluorescence, biochemical; AID 651800; 360,000 compounds, 0.37% hits; inhibition, % at 9.4 µM; in the data active means inhibition above about 19%;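 further: recombinant mutant TCR 2C K166C tagged with TAMRA read by polarization; 0% = receptor in buffer alone and 100% = receptor with positive control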
Tn7 DDE FP – disrupts Tn7 cyclic peptide binding to fibrin D-Dimer-E complex; AID 720508; 370,000 compounds, 0.13% hits; FP displacement of FITC-Tn7 peptide from fibrin DD(E); 0% = median of compound wells per plate; P02675; inhibition, % at 8.3 µM;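 active means inhibition above the mean of compounds falling within the control limits plus 3 SD of them, cut at about 14% in these data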;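 further: 0% = plate median of compound wells and 100% = 10 µM Aha-Tn7 peptide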
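Test system: human clot-derived fibrin DD(E) complex / Quantity: 2 µM final DD(E) protein / Incubation: 10 min plus 3 h, room temperature / Measured by: fluorescence polarization / Benchmarks: high control of 10 µM Aha-Tn7 peptide / Replicates: singlicate testing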
HTRA1 inh – inhibitors of human serine peptidase HTRA1. Q92743. recombinant HTRA1, FP-rhodamine activity-based probe, fluorescence polarization. inhibition, % at 5.96 µM. 340,000 compounds, 0.5% hits; in the data active means inhibition above about 36%;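 further: 0% = enzyme with DMSO and 100% = wells lacking enzyme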
ABHD4 inh – ABHD4 (mouse) inhibition, primary FP screen. purified mABHD4, FP-Rh probe fluorescence polarization. inhibition, % at 8.92 µM. 370,000 compounds, 0.54% hits. AID 720543;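 active means inhibition exceeding the mean over every tested compound plus 3 SD, cut at about 30% in these data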;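 further: 0% = plate median of compound wells and 100% = S159A mutant with DMSO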
Target sequence (Q8VD66 whole entry, looked up): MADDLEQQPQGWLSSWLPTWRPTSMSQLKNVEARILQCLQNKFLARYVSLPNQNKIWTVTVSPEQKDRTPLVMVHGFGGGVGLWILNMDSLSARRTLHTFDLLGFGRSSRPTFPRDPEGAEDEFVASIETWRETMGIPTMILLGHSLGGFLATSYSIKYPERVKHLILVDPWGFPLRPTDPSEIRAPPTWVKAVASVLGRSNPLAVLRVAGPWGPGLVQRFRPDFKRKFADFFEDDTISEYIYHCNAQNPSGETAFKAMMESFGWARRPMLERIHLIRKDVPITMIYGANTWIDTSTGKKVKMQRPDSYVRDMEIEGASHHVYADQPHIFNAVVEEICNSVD
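System: mouse ABHD4 enzyme, wild type / Medium: HEPES pH 7.0, NaCl, Pluronic buffer / Reagent: FP-Rh activity-based fluorescent probe / Control set: S159A mutant high control, sample median low control / Detection: fluorescence polarization with parallel and perpendicular emission, 525/598 nm / Schedule: 45 min + 60 min at 25 °C / Compound dosing: 8.92 µM, single dose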
PG9 Ab binder – binds the HIV-1 gp120 antibody PG9; TR-FRET gp120-PG9 antibody binding; inhibition, % at 6.7 µM; 360,000 compounds, 0.43% hits; AID 624416; in the data active means inhibition above about 8.5%
SIAE primary – inhibitors of human sialic acid acetylesterase SIAE; Q9HAT2; SIAE FP-Rh probe binding, fluorescence polarization; inhibition, % at 9.66 µM; 370,000 compounds, 0.69% hits; AID 1053197;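 active means inhibition above a cutoff: mean of compounds within the control limits plus 3 SD of those, cut at about 17% in these data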;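 further: 0% = plate median of compound wells and 100% = probe without SIAE protein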
TDP2 inh – blocks human TDP2 phosphodiesterase activity | AID 720702 | inhibition, % at 12.8 µM | 370,000 compounds, 0.34% hits | recombinant TDP2, T5PNP hydrolysis, p-nitrophenol absorbance 415 nm;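 active means inhibition above the mean of all tested compounds plus 3 SD, set per campaign, cut at about 25% in these data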;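 further: 0% = DMSO with enzyme and 100% = buffer with substrate but no TDP2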
Target sequence (O95551 whole entry, looked up): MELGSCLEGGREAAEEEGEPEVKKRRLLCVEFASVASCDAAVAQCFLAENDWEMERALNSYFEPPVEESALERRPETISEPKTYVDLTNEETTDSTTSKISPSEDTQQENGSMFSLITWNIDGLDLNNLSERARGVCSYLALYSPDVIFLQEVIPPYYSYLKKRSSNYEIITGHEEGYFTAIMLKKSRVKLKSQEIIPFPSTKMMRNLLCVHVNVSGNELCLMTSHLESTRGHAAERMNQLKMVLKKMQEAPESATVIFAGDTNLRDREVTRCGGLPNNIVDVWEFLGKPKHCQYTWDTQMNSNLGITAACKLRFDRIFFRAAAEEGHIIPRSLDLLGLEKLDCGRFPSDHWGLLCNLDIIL
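System – recombinant human TDP2 · Amount – 120 nM TDP2 per well · Buffer or medium – Mg2+-containing Tris-HCl buffer, pH 7.5 · Reagent – T5PNP substrate, 5 mM · Dosing – 12.8 µM single point, 1% DMSO · Incubation – 2 h at 37 °C · Measured by – epi absorbance · Read-out basis – percent inhibition · Benchmarks – high control without enzyme, low control DMSO plus TDP2 · Repeats – singlicate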
Starred values were filed as active, the others as inactive; x = no result given.

SMILES	PRMT1 inh	UHRF1 MBD2 ctr	LEDGF integ inh	TCR-CD3 inh	Tn7 DDE FP	HTRA1 inh	ABHD4 inh	PG9 Ab binder	SIAE primary	TDP2 inh
Oc1c(C(Nc2ccccn2)c2ccccn2)ccc2cccnc12 (centres undefined)	0.2	-7.5	-3.2	0.8	-0.8	10.9	6.9	0.0	9.1	7.6
Cc1csc(SC(C)C(=O)NCC2CCCO2)n1 (centres undefined)	-2.4	-1.9	1.2	-2.9	-1.8	-0.9	2.4	-2.1	-0.5	-3.2
Clc1ccc2nc(-c3ccccc3)nc(C(Cl)Cl)c2c1	0.6	-1.3	1.0	-1.9	-4.3	-1.5	-2.4	0.7	1.5	0.1
Cc1ccc(S(=O)(=O)CC(=O)Nc2nnc(C)s2)cc1	0.4	-1.6	0.9	2.9	6.3	10.5	7.6	-0.6	0.0	3.2
CCC1CCCCN1C(=O)COc1cccc2c1CCN(C)C2=O (centres undefined)	4.8	0.5	-0.4	-1.1	0.6	-0.1	2.2	1.7	-6.7	7.7
C/C(=N\NC(=O)CCCNc1ccc(C)cc1)c1ccccn1	-0.1	-2.8	-4.8	5.5	8.5	-1.9	8.7	-1.8	-3.9	-0.2
CCOC(=O)C1CCN(c2nc3cc(OC)ccc3cc2C#N)CC1	-1.7	-1.7	-1.6	-2.8	3.4	-32.0	-6.7	-0.7	5.4	5.1
CC(C)n1cnc2c(Nc3cccc(F)c3)nc(NCCO)nc21	1.4	5.3	-1.1	-1.3	-1.2	3.8	9.5	-1.0	0.8	2.7
O=C(NCCNC1CCC(c2ccccc2)CC1)c1ccc(F)cc1 (centres undefined)	-0.4	-1.1	1.3	-0.3	2.0	-9.2	5.5	1.9	-0.9	3.7
CCCOc1ccc(/C=N/NC(=O)CSCc2ccc([N+](=O)[O-])cc2)cc1OCC	0.5	8.6	-1.6	-4.6	-1.5	5.5	3.0	-1.8	5.3	1.1

The list goes on; the last two above are carried over.
SMILES	PRMT1 inh	UHRF1 MBD2 ctr	LEDGF integ inh	TCR-CD3 inh	Tn7 DDE FP	HTRA1 inh	ABHD4 inh	PG9 Ab binder	SIAE primary	TDP2 inh
O=C(NCCNC1CCC(c2ccccc2)CC1)c1ccc(F)cc1 (centres undefined)	-0.4	-1.1	1.3	-0.3	2.0	-9.2	5.5	1.9	-0.9	3.7
CCCOc1ccc(/C=N/NC(=O)CSCc2ccc([N+](=O)[O-])cc2)cc1OCC	0.5	8.6	-1.6	-4.6	-1.5	5.5	3.0	-1.8	5.3	1.1
CCCCn1c(N)c(N(CC(C)C)C(=O)c2ccc(Br)s2)c(=O)[nH]c1=O	2.0	0.1	1.7	1.8	-4.4	1.5	-1.4	-4.0	-2.9	-3.0
O=C(COC(=O)c1cccc(OC(F)F)c1)Nc1ncccn1	5.4	-0.6	2.6	-1.9	0.8	-1.9	-1.7	-1.8	-0.6	7.6
CC(C)N(C(=O)CSc1nnc(NC(=O)c2cccs2)s1)C(C)C	-2.7	-0.6	-2.4	2.5	-5.6	3.8	-6.0	-1.3	3.4	2.6
O=C(COC(=O)c1cccc(F)c1)Nc1cccnc1Cl	0.9	0.6	-3.1	0.9	5.0	5.7	1.6	-1.3	2.9	5.2
CNc1ccc(-c2cccc(C(C)=O)c2)cn1	2.4	-4.5	-1.0	1.3	2.6	x	-5.0	0.5	0.7	6.2
N#Cc1ccc(OCc2noc(-c3ccsc3)n2)cc1	-4.0	6.2	2.5	-8.4	3.4	6.6	-0.6	-1.5	4.4	-7.8
COCCNC(=O)c1ccccc1-c1nc(-c2ccccc2OC)no1	2.7	-2.3	-1.6	-2.5	-4.0	0.4	-0.1	-1.2	-3.2	14.1
Cc1ccc(S(=O)(=O)N2CCCCC2)cc1NC(=O)CSc1nnc(C2CC2)n1C	-4.8	1.3	4.9	-1.2	-2.8	-0.5	-1.6	0.7	-6.2	3.4
O=C(CSc1nc2ncccc2[nH]1)NCc1ccco1	11.4	17.6	9.7	2.6	7.0	6.8	0.0	-1.6	-8.6	14.4
O=C(C[n+]1ccc(C(=O)c2ccccc2)cc1)Nc1cccc([N+](=O)[O-])c1	-1.6	0.3	0.2	3.0	-4.2	x	-3.1	0.5	-6.3	10.5
CCc1ccccc1N1CN(Cc2ccco2)CNC1=S	1.0	5.2	0.8	-1.3	-3.8	-2.2	5.9	3.0	0.2	1.9
COc1ccc(/C=C2/SC(=S)N(NS(=O)(=O)c3ccc(C)cc3)C2=O)cc1	5.5	3.4	8.0	-10.6	-2.7	-12.8	-4.5	-1.3	-12.0	-5.9
Cc1ccc(NC(=O)CN2C(=O)CCS(=O)(=O)c3ccccc32)cc1Cl	-1.5	-0.8	3.4	-7.2	0.7	-1.1	-1.5	-3.6	-7.8	-24.6
O=C(O)c1ccc(N/N=C/c2ccc(-c3ccc(Cl)cc3Cl)o2)cc1	6.9	0.3	7.9	5.6	-0.7	2.6	57.4*	-2.8	18.2*	9.1
CCNC(=S)NCCN1CCCCC1	2.8	3.3	-0.2	-1.5	5.2	1.3	-0.7	0.2	4.3	-5.3
Cc1cccc(C)c1NC(=O)C1c2ccccc2OCC(=O)N1CCc1c[nH]c2ccccc12 (centres undefined)	0.2	-1.1	-3.9	1.9	3.7	x	4.3	-1.6	3.3	6.0
CN1C2=N[C@H](c3ccccc3Br)CC(=O)N2/C(=C\c2ccccc2)[C@@H]1c1ccccc1	-2.9	1.2	3.4	x	-4.9	x	-9.2	x	-3.4	-8.4
COc1cc(OC)c(OC)cc1/C=N/NC(=O)c1cccc(S(=O)(=O)N2CCOCC2)c1	-7.6	-2.3	-2.5	0.2	-2.4	-6.2	4.1	0.3	1.8	-21.4
O=C(COC(=O)c1ccc(F)c(S(=O)(=O)N2CCOCC2)c1)NC1CCCCC1	-2.9	2.5	-0.3	-2.0	-5.1	4.9	-1.2	2.9	11.1	-1.1
COc1cccc(C(=O)Nc2cccc3ccccc23)c1	-5.9	-0.9	5.1	-5.5	6.4	-10.6	-19.7	1.2	-8.4	-22.3
Cc1ccccc1-c1nc(S(=O)(=O)c2ccccc2)c(NCCCN2CCOCC2)o1	-2.0	4.5	2.2	0.6	-5.8	6.0	-0.6	-1.4	-0.4	7.8
Cc1cccc(C)c1NC(=O)C(c1cccc(F)c1)N1CCN(C)CC1 (centres undefined)	-4.4	-1.6	1.4	6.1	4.8	x	3.2	-0.1	2.6	-5.4
O=C(CN1C(=O)NC2(CCCCCC2)C1=O)Nc1ccc(OC(F)(F)F)cc1	-2.6	0.6	2.9	-2.2	1.7	-9.2	-8.8	1.0	-3.7	-2.7
COc1ccc(Oc2nc(C)nc3c2oc2ccccc23)cc1	-3.4	-1.6	0.8	6.4	3.0	-14.1	-4.4	0.5	-4.5	-1.4
C#CCSc1cc(C(F)(F)F)nc(-c2ccccn2)n1	2.1	2.3	-6.7	-0.8	-4.2	-3.1	2.4	-2.8	-4.1	3.1
C[C@H](CO)N1C[C@H](C)[C@@H](CN(C)CC2CC2)OCc2cnnn2CCCC1=O	-1.6	0.4	6.1	-2.6	-10.8	0.7	1.8	0.4	1.8	0.9
COc1ccc(NC(=O)OC(C)C)cc1	-2.6	-0.8	-0.7	3.3	3.1	-1.3	2.3	-0.2	1.0	2.8
CCOC(=O)c1c(C)[nH]c(C(=O)OCC(=O)NCc2ccc(F)cc2)c1C	1.1	1.1	2.9	-5.4	3.4	-3.7	-15.4	-0.8	5.2	-1.5
COc1ccc(/C=C2\CCCC3C2=NN(C(=O)CSc2ncn[nH]2)C3c2ccc(OC)cc2)cc1 (centres undefined)	-1.6	-5.4	3.3	-5.3	10.1	-51.6	-27.5	-2.8	-7.7	-1.1
CCC(Sc1nc(N)c(NC(=O)c2ccc(Br)o2)c(=O)[nH]1)C(=O)O (centres undefined)	0.1	-0.1	-2.9	0.2	6.5	-5.0	-1.7	0.3	0.1	15.8
O=C(Nc1scc(-c2ccccc2)c1C(=O)O)c1ccccc1F	-0.8	-1.2	8.0	5.4	-1.2	0.8	0.1	0.5	2.6	-2.7
Cc1ccc(-c2cc(C(=O)NCc3cnn(C)c3)c3cc(Br)ccc3n2)cc1	1.4	-1.3	1.1	0.1	7.3	1.8	4.6	10.8*	-12.5	-8.3
COc1cc(/C=N/NC(=O)c2ccccn2)ccc1OC(=O)c1cccs1	1.9	-1.6	4.9	-1.4	7.0	1.7	-5.0	-0.3	-8.7	9.6
Cc1nc(NCC2CCCO2)nc2c1C(=O)CC(C)(C)C2 (centres undefined)	-0.7	1.0	-2.1	9.0	2.6	8.1	3.4	1.3	-1.6	-0.5
Cc1nn(C(=O)c2ccco2)c(C)c1CN1C(=O)c2ccccc2C1=O	-2.5	-2.0	0.3	0.3	3.1	6.0	3.2	-1.1	0.6	5.3
CCN(CC)S(=O)(=O)c1cc(NS(=O)(=O)c2cccc(Cl)c2Cl)ccc1C	-2.3	-2.1	3.5	5.9	-3.5	-9.1	10.2	-2.4	-2.1	7.2
Cc1ccc(-c2nsc(SCC(=O)Nc3ccc4c(c3)OCO4)n2)cc1	-0.6	3.3	2.2	-5.2	-1.4	-7.1	-11.4	0.8	-4.1	-0.2
CCC(C)C(N)C(=O)N1CCCC1C(=O)NC(C(=O)O)C(C)CC (centres undefined)	-2.3	2.9	0.2	-2.5	4.3	6.6	-4.1	-0.8	4.3	-1.4
COc1ccc(N(C(=O)c2ccco2)C(C(=O)NC2CCCC2)c2cccnc2)c(OC)c1 (centres undefined)	5.5	-0.3	-5.7	-2.0	8.2	-3.0	-4.0	1.0	2.2	-10.9
COc1ccccc1C1C(C#N)=C(N)Oc2c1c(-c1ccccc1)nn2-c1ccccc1 (centres undefined)	5.4	12.0	43.4*	-6.9	6.8	-2.7	19.0	0.3	-4.4	68.7*
COc1cc(OC)c(S(=O)(=O)Nc2ccc(C(=O)O)cc2)cc1S(=O)(=O)Nc1ccc(C(=O)O)cc1	1.1	5.7	1.0	-4.8	-2.9	-4.0	-14.4	1.1	1.8	-7.6
CC(NC(=O)c1ccccc1)C(=O)N/N=C/c1ccccc1 (centres undefined)	-5.8	-0.4	0.1	7.1	-1.0	-1.7	1.7	-0.4	-5.2	-5.8
C#CCOCCOCCOCCNc1nc(N2CCN(C(=O)C([C@@H](C)CC)n3cc(C(N)COC(=O)C(F)(F)F)nn3)CC2)nc(N2CCN(C(=O)[C@H](Cc3ccc(O)cc3)n3cc(C(N)[C@H](C)CC)nn3)CC2)n1 (some centres undefined)	-2.3	5.6	-0.9	1.6	-1.8	x	5.5	-2.7	1.9	-12.1
CCN(CC)c1ccc(NC(=O)CN2CCN(CC(=O)Nc3ccc(OC)cc3)CC2)cc1	-1.3	-4.6	4.2	10.7	-3.2	3.6	5.2	-3.6	5.7	-21.4
